Screening data: PubChem, National Center for Advancing Translational Sciences (NCATS)
Pin1 inh – human Pin1 inhibition; Q13526; Pin1 FP peptide displacement, HiFluor488, 10 min; Potency, µM (doses to about 115 µM), for inactives: at the top dose activity, negative = inhibition, most hits filed as inhibitors; 390,000 tested, 0.009% active; active means well fitted inhibition curve with a large enough effect in the polarisation, with a control signal flat, not every such curve was filed as active; inconclusive means small, poorly fitted or top-dose-only effect, or effect the other way, or a change in a side signal; inactive means no such curve, though single readings can be large or run the other way; the % refers to the polarisation; further: potency means the concentration at half of the fitted maximal effect; on the % scale 0 is the no-effect control and ±100 the full control effect
Target sequence (Q13526 whole entry, looked up): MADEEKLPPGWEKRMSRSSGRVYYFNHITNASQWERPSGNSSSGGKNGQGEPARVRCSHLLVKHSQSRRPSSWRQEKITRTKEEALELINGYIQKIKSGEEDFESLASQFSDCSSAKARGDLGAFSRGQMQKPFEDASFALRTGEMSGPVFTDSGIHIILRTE
rTrxR1 inhibitor – blocks rat thioredoxin reductase 1. O89049. recombinant rTrxR1, NADPH fluorescence consumption, selenite substrate. Potency, µM (doses to about 114 µM), for inactives: top-dose activity change, negative = inhibition, usual class: inhibitors. 390,000 tested, 1% active. AID 588453; further: potency means the concentration at half of the fitted maximal effect; on the % scale 0 is the no-effect control and ±100 the full control effect; nearly all actives have a fitted effect of over 65% in size
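Rat TrxR1 (90 nM in the dispensed reagent) was pre-reduced with 400 uM NADPH for 5 min at room temperature, then incubated with compound for 15 min. After 400 uM selenite was added, NADPH fluorescence (Ex 340/Em 450 nm) was followed for 8 min.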
TrxR1 substrate – substrates of rat thioredoxin reductase 1; O89049; purified TrxR1 substrate turnover, NADPH consumption readout; Potency, µM (doses to about 114 µM), inactives show at the top dose activity change, negative = substrate turnover; 390,000 tested, 0.01% active; AID 588456; further: potency means the concentration at half of the fitted maximal effect; on the % scale 0 is the no-effect control and ±100 the full control effect; nearly all actives have a fitted effect of over 50% in size
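Rat TrxR1, dispensed at 90 nM, was prereduced with 400 uM NADPH (final) for 5 min at ~22 deg C, then incubated with compound 15 min before 400 uM selenite. A first-read NADPH fluorescence drop versus no-compound background flagged substrates.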
USP1-UAF1 inh – USP1/UAF1 (human) deubiquitinase inhibition | 390,000 tested, 0.23% active | recombinant USP1/UAF1, Ub-Rhodamine cleavage fluorescence | Potency, µM (doses to about 57.1 µM), for inactives: at the top dose activity change, negative = inhibition, usual class: inhibitors | AID 743255 | O94782; further: potency means the concentration at half of the fitted maximal effect; on the % scale 0 is the no-effect control and ±100 the full control effect; nearly all actives have a fitted effect of over 60% in size; inactives centre near -12
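Step one: compound is pinned into 1nM USP1/UAF1 in HEPES pH 7.8 buffer with TCEP. Step two: 15 min room-temperature incubation. Step three: Ub-Rho (150nM final) starts cleavage, tracked by fluorescence over six one-minute reads.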
TRHR agonist – activates the human TRH receptor; P34981; TRHR cells, calcium flux fluo-8, FDSS agonist mode; activation, % at 2 µM; 360,000 tested, 0.18% active; AID 493084; in the data active means activation above about 30%; further: 0% is about no effect
Target sequence (P34981 whole entry, looked up): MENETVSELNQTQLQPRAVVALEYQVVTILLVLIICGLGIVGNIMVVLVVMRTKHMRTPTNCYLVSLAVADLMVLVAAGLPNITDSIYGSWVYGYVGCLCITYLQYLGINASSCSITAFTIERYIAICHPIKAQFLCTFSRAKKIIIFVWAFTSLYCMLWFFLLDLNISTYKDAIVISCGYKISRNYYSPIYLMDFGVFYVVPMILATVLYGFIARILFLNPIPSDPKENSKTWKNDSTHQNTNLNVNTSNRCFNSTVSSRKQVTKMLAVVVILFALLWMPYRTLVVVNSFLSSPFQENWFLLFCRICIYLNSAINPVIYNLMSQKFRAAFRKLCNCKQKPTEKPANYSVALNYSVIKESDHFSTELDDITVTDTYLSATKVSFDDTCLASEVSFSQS
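TRHR-expressing cells, plated overnight in medium with 10% serum, were loaded with fluo-8 calcium dye at room temperature. After a 10 s baseline, library compound was pin-added and calcium release was recorded kinetically (ex 480/em 530) as agonist response.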
D2 antag – antagonizes the human D2 dopamine receptor; 340,000 tested, 2% active; HEK293 TREx D2 cells, calcium flux, dopamine EC80; AID 485344; P14416; inhibition, % at 10 µM; in the data active means inhibition above about 30%; further: 0% is about no effect
Target sequence (P14416 whole entry, looked up): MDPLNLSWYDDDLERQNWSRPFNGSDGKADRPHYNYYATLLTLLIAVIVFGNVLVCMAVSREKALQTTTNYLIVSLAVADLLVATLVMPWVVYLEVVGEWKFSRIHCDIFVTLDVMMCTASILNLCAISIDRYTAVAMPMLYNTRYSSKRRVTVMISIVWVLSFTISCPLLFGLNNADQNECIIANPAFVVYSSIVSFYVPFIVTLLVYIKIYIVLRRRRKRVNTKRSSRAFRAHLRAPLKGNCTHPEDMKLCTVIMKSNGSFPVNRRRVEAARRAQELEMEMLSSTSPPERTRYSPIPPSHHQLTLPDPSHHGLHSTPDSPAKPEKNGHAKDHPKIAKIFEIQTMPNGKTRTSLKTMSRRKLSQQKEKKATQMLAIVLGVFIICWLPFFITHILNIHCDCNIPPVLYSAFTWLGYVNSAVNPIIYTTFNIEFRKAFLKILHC
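Calcium mobilization kinetics were recorded at 1 s intervals in tetracycline-induced HEK293 T-REx D2 cells, first for 180 s after compound addition and then 180 s after EC80 dopamine.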
IDH1 R132H inh – human IDH1 R132H inhibition; IDH1-R132H enzyme, NADPH consumption, diaphorase/resazurin fluorescence; 390,000 tested, 0.093% active; Potency, µM (highest dose often 76.6 µM), without a hit: at the highest dose activity change, negative = inhibition, most hits filed as inhibitors; O75874; AID 602179; further: potency means the concentration at half of the fitted maximal effect; on the % scale 0 is the no-effect control and ±100 the full control effect; nearly all actives have a fitted effect of over 65% in size
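IDH1-R132H (0.5 ug/mL dispensed) in pH 7.5 Tris buffer was preincubated 30 min with compound, then given a substrate mix of 0.016 mM NADPH and 2 mM alpha-KG for 80 min at room temperature; remaining NADPH was read by diaphorase/resazurin fluorescence.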
D2 agonist – agonists of human D2 dopamine receptor. P14416. HEK293 T-REx D2 cells, calcium flux agonist mode. activation, % at 2 µM. 340,000 tested, 0.53% active. AID 485358;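 active means activation over 3 SD above normal in the single-dose calcium agonist read, cut at about 30% in these data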; further: 0% is about no effect
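Agonism scored from kinetic calcium signal (1 read/sec, 180 s) following compound pin transfer, after a 10 s baseline. Cells: HEK293 Trex line expressing inducible D2 receptor coupled to calcium, dye-loaded after overnight culture at 30 C.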
TRHR enhancer – TRH receptor (human) allosteric enhancement | TRHR cells, fluo-8 calcium fluorescence, EC20 TRH enhancement | enhancement, % at 2 µM | 360,000 tested, 0.66% active | AID 493056; in the data active means enhancement above about 30%; further: 0% is about no effect
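Enhancer read-out: after compound pinning and an initial kinetic agonist-mode read, an EC20 of TRH (10 nM final) was injected and fluo-8 calcium signal (Ex 480/Em 530) followed at 1 s/cycle for 100 cycles in TRHR-expressing cells.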
An asterisk follows results filed as active; ? = inconclusive; nt = not tested or not shown; [ ] = another dose, or the depositor's remark. Unless noted, the call rests on the fitted dose curve; in most records, active means well fitted inhibition curve with a large enough effect; inconclusive means small, poorly fitted or top-dose-only effect; inactive means no such curve, though single readings can be large or run the other way. Only part of the results is shown. The share of hits here may be higher or lower than overall.

nr	compound	Pin1 inh	rTrxR1 inhibitor	TrxR1 substrate	USP1-UAF1 inh	TRHR agonist
1	COCCCNCCOCCOc1ccc(Cl)cc1C(C)(C)C	2%	-1%	-5%	-15%	2.5
2	O=C(NNC(=S)Nc1ccc(C(=O)O)c(O)c1)c1ccncc1	0%	?	-16%	?	nt
3	Cc1ccc(C)n1-c1ccsc1C(=O)CC#N	4%	-40%	5%[57.1 µM]	-5%	0.8
4	O=C(CSc1ccc(-c2ccncc2)nn1)N1CCCC1	0%	7%	4%	-19%	0.5
5	COc1ccc(NS(=O)(=O)c2cccc(C(=O)NCc3ccccn3)c2)cc1	-9%	-9%	7%	-8%	0.5
6	CC1CCCCC12NC(=O)N(CC(=O)N1CCc3ccccc3C1)C2=O (stereo not given)	4%	7%	-1%	-3%	2.0
7	COc1cccc2c(=O)c3c([nH]c12)OC(C)(C)C3	-2%	0%	-2%	-14%	nt
8	Cc1cc(CNC(=O)COc2ccc(F)cc2Cl)cc(C)c1O	-2%	4%[57.1 µM]	1%[57.1 µM]	?	-0.3
9	Cc1ccc(NC(=O)C2CCC(CNC(=O)[C@@H]3Cc4ccccc4CN3)CC2)c(C)c1 (stereo not given in full)	-1%	12%[57.1 µM]	7%[57.1 µM]	-1%	-0.5
10	COC(=O)c1cccc(N2C(=O)C3CC=CCC3C2=O)c1 (stereo not given)	-2%	1%[57.1 µM]	7%[57.1 µM]	-13%	0.1
11	COc1ccc(Cl)cc1NC(=O)CSc1nnc(CNC(=O)c2cccs2)o1	-7%	-11%	-1%	-27%	-0.8
12	Cn1cnnc1SCC(=O)c1ccco1	-15%	-31%	-5%	0%	0.9

nr	D2 antag	IDH1 R132H inh	D2 agonist	TRHR enhancer
1	-5	11%	4.0	3
2	nt	4%	nt	nt
3	-5	2%	0.7	4
4	-12	0%	1.7	-4
5	16	1%	0.1	1
6	-7	-2%	0.6	0
7	nt	5%	nt	nt
8	5	-1%	-1.0	4
9	-22	0%	-0.9	2
10	4	6%	1.0	0
11	1	-4%	-0.4	2
12	-10	10%	0.8	14

Overlap with the part before: 5 compounds, followed by the next part.
nr	compound	Pin1 inh	rTrxR1 inhibitor	TrxR1 substrate	USP1-UAF1 inh	TRHR agonist
8	Cc1cc(CNC(=O)COc2ccc(F)cc2Cl)cc(C)c1O	-2%	4%[57.1 µM]	1%[57.1 µM]	?	-0.3
9	Cc1ccc(NC(=O)C2CCC(CNC(=O)[C@@H]3Cc4ccccc4CN3)CC2)c(C)c1 (stereo not given in full)	-1%	12%[57.1 µM]	7%[57.1 µM]	-1%	-0.5
10	COC(=O)c1cccc(N2C(=O)C3CC=CCC3C2=O)c1 (stereo not given)	-2%	1%[57.1 µM]	7%[57.1 µM]	-13%	0.1
11	COc1ccc(Cl)cc1NC(=O)CSc1nnc(CNC(=O)c2cccs2)o1	-7%	-11%	-1%	-27%	-0.8
12	Cn1cnnc1SCC(=O)c1ccco1	-15%	-31%	-5%	0%	0.9
13	CCc1ccccc1NC(=S)N(CCN(C)C)C(C)c1ccccn1 (stereo not given)	-5%	1%	10%	-5%	0.7
14	S=c1[nH]nc(-c2ccco2)n1/N=C/c1cccc(Cl)c1Cl	3%	-33%	-4%	-16%	-0.9
15	Cc1ccc(/C=C2\NC(=S)NC2=O)cc1[N+](=O)[O-]	3%	-2%	-4%	-21%	-0.2
16	COCCN(Cc1ccccc1)C(=O)c1cccc(S(=O)(=O)N2CCN(c3ccc(F)cc3)CC2)c1	6%	17%	1%	-9%	-0.8
17	CCc1ccccc1NC(=O)NNC(=O)CCc1ccc(OC)cc1	0%	35%	5%	-25%	1.4
18	CCOC(=O)/C(C#N)=C1/SC(CCO)C(=O)N1c1ccccc1 (stereo not given)	-7%	9%	-3%	-20%	-0.1
19	O=C1OC(CCl)CN1Cc1ccc([N+](=O)[O-])cc1 (stereo not given)	-4%	13%	1%	-13%	nt
20	CCCN(C(=O)c1cc2ccc3cccnc3c2[nH]1)c1ccc(F)cc1	3%	23%	3%	4%	-1.7
21	COc1ccc2cc(C#N)c(SCC(=O)NNC(=O)Cc3ccccc3)nc2c1	26%	25%	31%[activator]	-17%	1.6
22	O=C(NCc1cnc2ccccn12)C1CCC(=O)N(Cc2cccc(F)c2)C1 (stereo not given)	-6%	9%	31%[activator]	-5%	0.5
23	CCc1nc(SCC(=O)NCCc2ccc(OC)c(OC)c2)c2c(=O)n(C)c(=O)n(C)c2n1	4%	8%[57.1 µM]	6%[57.1 µM]	-11%	0.2
24	COC(=O)/N=C/c1c(NCc2ccccc2)nc2c(C)cccn2c1=O	-2%	4%	7%	-5%	-0.1

nr	D2 antag	IDH1 R132H inh	D2 agonist	TRHR enhancer
8	5	-1%	-1.0	4
9	-22	0%	-0.9	2
10	4	6%	1.0	0
11	1	-4%	-0.4	2
12	-10	10%	0.8	14
13	nt	6%	nt	5
14	7	7%	-0.5	0
15	nt	8%	nt	-2
16	-18	0%	2.2	0
17	-4	-8%	-0.4	-6
18	21	5%	0.9	3
19	nt	15%	nt	nt
20	nt	-4%	-0.1	4
21	10	1%	0.6	1
22	-6	2%	-0.3	0
23	6	-2%	0.1	-1
24	-9	14%	2.7	-4

(further entries)
nr	compound	Pin1 inh	rTrxR1 inhibitor	TrxR1 substrate	USP1-UAF1 inh	TRHR agonist
25	CC1(C)CC(O)C(C(O)c2cccc([N+](=O)[O-])c2)C(C)(C)N1 (stereo not given)	-1%	-6%	-5%	-2%	1.4
26	COc1cccc(OCc2nc3ccccc3n2CCOc2ccccc2)c1	2%	15%	-1%	-20%	3.8
27	NC(=O)NCCCC(=O)OCC(=O)c1ccc2ccccc2c1	7%	2%[57.1 µM]	40%	-8%	0.5
28	COc1cccc2cc(C(=O)NCc3ccco3)c(=O)oc12	-7%	5%[57.1 µM]	-12%	2%	0.7
29	CSc1nc(Oc2ccc(F)cc2)c2ccccc2n1	2%	-10%	-6%	3%	0.3
30	Cn1cccc1C(=O)OCC(=O)N1CCc2ccccc21	29%	13%	4%	-20%	nt
31	Cn1cccc1C(=O)NC(=O)COC(=O)c1ccccc1Sc1ccccc1C#N	18%	5%	11%[57.1 µM]	1%	0.5
32	CC12CC3(C)CC(C)(C1)CC(C(=O)NCCc1ccc(S(N)(=O)=O)cc1)(C2)C3	-1%	18%[0.0914 µM]	-13%	-21%	-1.1
33	CCOc1ccc(OCC)c(NC(=O)CN2CCN(c3cccc(C)c3)CC2)c1	?	3%	-4%	-10%	0.8
34	CCC(=O)c1ccc(OCc2ccc(C(=O)OC)cc2)cc1	6%	-3%	-1%	-13%	-0.5
35	Cn1c(=O)[nH]c2c(c1=O)CCO2	0%	4%	2%	-8%	nt
36	CCCCn1c(N)c(N(CC(C)C)C(=O)C2CC(=O)N(c3ccc4c(c3)OCCO4)C2)c(=O)[nH]c1=O (stereo not given)	-5%	32%	11%	-10%	0.4

nr	D2 antag	IDH1 R132H inh	D2 agonist	TRHR enhancer
25	-4	-3%	0.2	0
26	nt	0%	1.6	-7
27	-14	5%	0.0	4
28	-4	8%	-0.3	5
29	-10	8%	0.9	-1
30	nt	-7%	nt	nt
31	-8	2%	0.5	5
32	-19	2%	0.9	-6
33	-15	-3%	0.4	4
34	30	5%	0.2	-4
35	nt	1%	nt	nt
36	39*	2%	0.0	-8

Later entries.
nr	compound	Pin1 inh	rTrxR1 inhibitor	TrxR1 substrate	USP1-UAF1 inh	TRHR agonist
37	CCCn1c(SCC(=O)c2ccc3c(c2)OCCO3)nnc1C(C)C	3%	-22%	-5%	10%	1.6
38	CCOC(=O)CNC(=O)Cn1cnc2c(nnn2-c2ccc(F)cc2)c1=O	-1%	6%	9%	-12%	-0.1
39	O=[N+]([O-])c1ccccc1/C=N/N1CCN(c2ccccn2)CC1	?	6%[57.1 µM]	6%[57.1 µM]	-12%	-0.2
40	COC(=O)CCCCCN1C(=O)NC(c2ccc(-c3ccccc3)cc2)C(C(=O)OCc2ccccc2)=C1C (stereo not given)	13%	15%[57.1 µM]	9%[57.1 µM]	-13%	1.9
41	O=C(Cn1ncc2c3ccccc3n(Cc3cccc(Cl)c3)c2c1=O)NC1CCCCCC1	?	1%	5%	?	2.6
42	COCCNC(=O)Cn1ncc2c(C)n(Cc3ccc(C)cc3)c(C)c2c1=O	-1%	-4%	2%	9%	0.3
43	CCOc1ccccc1NC(=O)Cn1cnc2sc(C)c(S(=O)(=O)N3CCC(C)CC3)c2c1=O	0%	10%	-3%	-10%	-0.2
44	C(=C\c1ccccc1)/C=N/Nc1nncc(-c2ccccc2)n1	nt	nt	nt	nt	1.1
45	CCOC(=O)N1CCN(C(=S)NC2CCCCC2)CC1	5%	-15%	-8%	-5%	0.0
46	O=C(O)c1ccccc1C(=O)NCCc1c(C(=O)O)[nH]c2ccc(Cl)cc12	-13%	3%	0%	-19%	0.1
47	O=C(OCc1ccccc1)C1CCCN1C(=O)c1ccccc1[N+](=O)[O-] (stereo not given)	-2%	17%	2%	-9%	-1.1
48	COCC(=O)n1nc(-c2ccco2)nc1NCc1ccccc1Cl	116%[activator]	12%	4%	-25%	-0.9

nr	D2 antag	IDH1 R132H inh	D2 agonist	TRHR enhancer
37	26	0%	-0.2	-4
38	18	11%	0.6	-1
39	1	2%	-0.5	-4
40	15	0%	2.8	7
41	nt	9%	1.0	-4
42	nt	6%	-0.4	8
43	nt	10%	nt	-13
44	0	nt	0.5	-7
45	11	2%	0.2	2
46	11	-8%	0.8	0
47	2	2%	0.3	-8
48	nt	nt	-0.7	3
